# Assay outcomes deposited in PubChem by National Center for Advancing Translational Sciences (NCATS).
# MBNL1-CUG inh = inhibitors of human MBNL1 binding to CUG repeat RNA; AID 2675; TR-FRET MBNL1-His/biotin-(CUG)12 binding, 665/545 ratio; Potency, µM (series often up to 57.5 µM), for inactives: at the top dose activity change, negative = inhibition, most hits filed as inhibitors; 280,000 compounds, 0.036% hits; Q9NR56; active = well fitted inhibition curve with a large enough effect in the signal ratio, with a control signal flat, not every such curve was filed as active; inconclusive = small, poorly fitted or top-dose-only effect, or effect the other way, or a change in a side signal; inactive = no such curve, though single readings can be large or run the other way; the % refers to the signal ratio; also: potency is read from the fitted curve at half-maximal effect; % is scaled to controls: 0 for no effect and ±100 for the full control effect
# Target sequence (Q9NR56 whole entry, looked up): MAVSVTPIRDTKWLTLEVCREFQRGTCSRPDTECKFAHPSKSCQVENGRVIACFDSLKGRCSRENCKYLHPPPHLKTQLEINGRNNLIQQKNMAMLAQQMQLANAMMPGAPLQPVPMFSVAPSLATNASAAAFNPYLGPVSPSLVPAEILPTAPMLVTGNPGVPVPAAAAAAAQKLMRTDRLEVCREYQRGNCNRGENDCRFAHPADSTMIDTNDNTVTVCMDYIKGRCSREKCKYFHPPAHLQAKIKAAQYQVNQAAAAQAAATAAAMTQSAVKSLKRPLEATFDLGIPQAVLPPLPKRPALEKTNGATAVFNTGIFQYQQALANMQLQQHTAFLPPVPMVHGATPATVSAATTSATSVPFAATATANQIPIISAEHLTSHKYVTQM
#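 Inhibition of protein-RNA binding appears as loss of TR-FRET between terbium anti-His antibody on MBNL1-His and streptavidin-XL665 on biotin-(CUG)12. Activity is normalized to buffer-only and uninhibited-complex controls.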
# Menin MLL FP TR = inhibitors of human menin-MLL interaction, mutant MLL peptide. O00255. Menin + Texas Red MLL mutant peptide, fluorescence polarization. Potency, µM (series often up to 61.6 µM), for the others: at the top dose FP activity change, negative = inhibition, hits mostly inhibitors. 270,000 compounds, 0.23% hits. AID 1768; active = well fitted inhibition curve with a large enough effect in the polarisation, with a control signal flat, not every such curve was filed as active; inconclusive = small, poorly fitted or top-dose-only effect, or effect the other way, or a change in a side signal; inactive = no such curve, though single readings can be large or run the other way; the % refers to the polarisation; also: potency is read from the fitted curve at half-maximal effect; % of control where 0% means no effect; many of its hits are not listed in these tables
# PKM2 activator = increases activity of human pyruvate kinase M2; P14618; purified PKM2, Kinase-Glo ATP luminescence, activation; response scale: 0% is enzyme alone, no compound; Potency, µM (titrated, usually from 57.5 µM), without a hit: at the top dose activation, actives largely listed as activators; 260,000 compounds, 0.34% hits; also: potency is read from the fitted curve at half-maximal effect; % is scaled to controls: 0 for no effect and ±100 for the full control effect; nearly all actives have a fitted effect of over 55% in size
#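 Kinase-Glo luminescence reports ATP generated from ADP (0.1 mM) and PEP (0.5 mM) by purified hPK-M2 after 1 h at room temperature, pH 7.2 imidazole buffer; intermediate enzyme activity allows detecting inhibitors and activators.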
# USP2a block = blocks human ubiquitin-specific protease USP2a. O75604. USP2 core, Ub-CHOP2 coupled fluorogenic reporter, 485/531. Potency, µM (doses to about 38.3 µM), without a hit: at the highest dose activity change, negative = inhibition, usual class: inhibitors. 330,000 compounds, 0.01% hits. AID 463254;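 also: potency is read from the fitted curve at half-maximal effect; plate controls were DMSO wells for no effect and full inhibition by NEM control for full effect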
# Target sequence (O75604 whole entry, looked up): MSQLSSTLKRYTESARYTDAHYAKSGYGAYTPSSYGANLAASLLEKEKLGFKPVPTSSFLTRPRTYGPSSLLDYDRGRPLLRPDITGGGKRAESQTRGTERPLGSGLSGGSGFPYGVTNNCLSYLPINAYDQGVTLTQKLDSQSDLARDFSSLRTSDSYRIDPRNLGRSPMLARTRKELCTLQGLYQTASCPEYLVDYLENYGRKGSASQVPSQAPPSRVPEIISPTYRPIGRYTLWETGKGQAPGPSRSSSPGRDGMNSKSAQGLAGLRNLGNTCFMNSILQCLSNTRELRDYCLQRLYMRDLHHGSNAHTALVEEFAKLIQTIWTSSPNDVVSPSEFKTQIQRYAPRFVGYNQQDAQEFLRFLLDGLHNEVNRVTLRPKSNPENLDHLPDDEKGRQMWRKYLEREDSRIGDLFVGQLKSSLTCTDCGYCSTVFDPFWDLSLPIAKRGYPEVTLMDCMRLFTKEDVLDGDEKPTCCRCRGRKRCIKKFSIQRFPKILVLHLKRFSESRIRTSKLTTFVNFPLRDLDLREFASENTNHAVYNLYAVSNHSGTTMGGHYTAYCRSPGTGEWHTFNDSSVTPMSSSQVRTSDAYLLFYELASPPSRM
#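 USP2 core (10nM final) preincubated 30min RT with compound in 20mM Tris-HCl pH 8.0, 2mM CaCl2, 2mM beta-mercaptoethanol, 0.05% CHAPS; 25nM Ub-CHOP2 plus 25nM reporter substrate added, fluorescence (Ex485/Em531) read after 60min.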
# BCR signal inh = inhibitors of chronic active B-cell receptor signaling. ABC-DLBCL IkBa-CBG/CBR reporter, luminescence ratio, 4 h. Potency, µM (highest dose often 46.1 µM), for inactives: at the highest dose ratio change, negative = lower green/red ratio, actives largely listed as inhibitors. 340,000 compounds, 0.05% hits. AID 493014; active = well fitted inhibition curve with a large enough effect in the signal ratio, with a control signal flat, not every such curve was filed as active; inconclusive = small, poorly fitted or top-dose-only effect, or effect the other way, or a change in a side signal; the % refers to the signal ratio;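 also: potency is read from the fitted curve at half-maximal effect; plate controls were basal doxycycline-induced cells for no effect and cells given 10 µM MG132 for full effect; MG132 reads +100%, hits lower the ratio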
#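 Compounds up to 46 uM were incubated four hours with TMD8 cells whose green CBG68 luciferase is fused to IkappaBalpha; red CBR luminescence normalised the signal, and concentration-effect curves were fitted to fusion, red and ratio data.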
# Eya2 phos inh = blocks the phosphatase activity of human Eya2; O00167; recombinant Eya2, OMFP fluorescence dephosphorylation (OMFP is methylfluorescein phosphate); Potency, µM (titrated, usually from 76.9 µM), inactives show at the top dose activity, negative = inhibition, actives largely listed as inhibitors; 330,000 compounds, 0.006% hits; AID 488837; also: potency is read from the fitted curve at half-maximal effect; % is scaled to controls: 0 for no effect and ±100 for the full control effect
#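 Eya2 protein (added as 0.2 uM solution) was preincubated with compound for 10 min at ambient temperature in 50 mM HEPES pH 7.5, 50 mM NaCl, 5 uM MgCl2, 0.05% BSA, 1 mM DTT. OMFP (added at 50 uM) then reacted 10 min; fluorescence read at 485/525 nm.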
# TSHR antag = antagonists of human thyroid stimulating hormone receptor; activity change, negative = inhibition, % at 11.5 µM; TSHR-expressing cells, TSH-stimulated cAMP HTRF, 2 h; stronger effect = lower value; AID 504810; 330,000 compounds, 0.2% hits; P16473;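 active = activity change below a set negative limit, meaning inhibition stronger than a set level, cut at about -70% in these data; inconclusive = activity change between two set negative limits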; also: % is scaled to controls: 0 for no effect and ±100 for the full control effect
#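 Read-out is FRET at 665 nm (cryptate excitation 337 nm) from a cryptate-tagged anti-cAMP antibody, competed by cell cAMP against cAMP-d2. Compounds are tested on freshly harvested TSHR cells challenged with 4nM TSH (EC80) for 2 hours at 37 deg C.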
# ASM inhibitor = human S-ASM enzyme inhibition. P17405. placental ASM, HMU-PC fluorogenic substrate, 60 min. Potency, µM (top dose mostly 57.5 µM), for the others: top-dose activity change, negative = inhibition, hits mostly inhibitors. 340,000 compounds, 0.006% hits. AID 504937; also: potency is read from the fitted curve at half-maximal effect
#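 Fluorogenic HMU-PC substrate (9 uM final) is turned over by placental ASM in 60 min at 37 C after a 10 min compound preincubation. Reaction ended by alkaline stop (pH 10), with fluorescence read at 386/447 nm.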
# Mito fusion act = inhibitors of mitochondrial division or activators of mitochondrial fusion; S. cerevisiae fusion-defective mutant growth rescue, CellTiterGlo 48 h; Potency, µM (series often up to 46.1 µM), without a hit: at the highest dose growth rescue (activation), usual class: activators; 320,000 compounds, 0.23% hits; AID 485298;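 also: potency is read from the fitted curve at half-maximal effect; % of control where 0% means no effect; nearly all actives have a fitted effect of over 45% in size; temperature-sensitive fusion mutants such as fzo1-1 at 37 °C on non-fermentable ethanol glycerol medium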
#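 Temperature-sensitive fusion-defective S. cerevisiae (e.g. fzo1-1, mgm1-5) were grown with compound in YPEG medium (3% ethanol, 3% glycerol) for 48 hours at 37C. Growth rescue was measured as viability by CellTiterGlo luminescence after 10 minutes at ambient.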
# KCNH2 WT inh = KCNH2 (human, wildtype) channel inhibition; activity change, % at 1.84 µM; U2OS, BacMam KCNH2, thallium flux FluxOr; stronger effect = lower value; Q12809; 340,000 compounds, 0.37% hits;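 active = maximum activity change below -70%; inconclusive = maximum activity change between -70% and -50%; inactive = maximum activity change above -50%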; also: % is scaled to controls: 0 for no effect and ±100 for the full control effect
#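 U2OS cells were transduced with wild-type KCNH2 virus (2.03 x 10^8 / mL) for 4 h at room temperature, then cultured overnight at 37 C. Thallium flux was read with FluxOr dye. Rate constants were normalized to DMSO controls.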
# GALK inh = galactokinase (human) inhibition. P51570. Purified GALK, Kinase-Glo residual ATP luminescence. Potency, µM (highest dose often 57.5 µM), inactives show at the top dose activity change, negative = inhibition, most hits filed as inhibitors. 270,000 compounds, 0.007% hits; also: potency is read from the fitted curve at half-maximal effect; % is scaled to controls: 0 for no effect and ±100 for the full control effect
#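 Human GALK (5 nM) with 35 uM ATP and 100 uM galactose in 20 mM HEPES pH 8.0, 5 mM MgCl2, 60 mM NaCl, 1 mM DTT, 0.01% BSA. After 1 h at room temperature, leftover ATP was read by Kinase-Glo Plus luminescence.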
# Numbers without * were called inactive; ? = inconclusive; / = no result given; & = joins results of further samples; [ ] = dose if it differs, or a comment. Unless noted, calls follow the shape of the dose curve; as a rule, active = well fitted curve in the direction sought with a large enough effect; inconclusive = small, poorly fitted or top-dose-only effect, or another doubt; inactive = no such curve, though single readings can be large; an effect the other way counts as inactive or inconclusive. This is a subset; the hit share may differ from the screen's.
SMILES,MBNL1-CUG inh,Menin MLL FP TR,PKM2 activator,USP2a block,BCR signal inh,Eya2 phos inh,TSHR antag,ASM inhibitor,Mito fusion act,KCNH2 WT inh,GALK inh
COC(=O)CCN(Cc1cc(OC)ccc1OC)S(=O)(=O)c1ccccc1Br,/,/,/,1%,0%,-2%,?,2%,/,-8,/
COc1ccc(C(CNC(=O)CNC(=O)c2cccc(C)c2)N2CCOCC2)cc1 (stereo unspecified),/,/,/,1%,0%,0%,4,1%,-2%,0,/
COc1cc(-c2noc(C)c2/C=C/c2ccc(C(=O)O)cc2)cc(OC)c1OC,?,17%,-3%,-4%,0%,20%,-5,1%,2%,-11,/
COc1cccc(C2/C(=C(\O)c3ccc4c(c3)OCCO4)C(=O)C(=O)N2CCCn2ccnc2)c1 (stereo unspecified),68%[activator],-10%,/,2%,-1%,-4%,12,-1%,6%,3,4%
c1ccc2c(c1)ccc1nnc(-c3ccc4c(c3)OCO4)n12,-1%,-9%,-6%,3%,?,0%,-1,2%,-3%,11,-1%
O=C(O)C1CCN(C(=O)CCN2C(=O)S/C(=C\c3ccccc3)C2=O)CC1,?,27%,/,5%,?,-2%,-15,2%,11%,24,0%
Cc1ccc(NC(=O)c2ccc(-n3cncn3)c([N+](=O)[O-])c2)cc1F,/,/,/,-1%,7%,16%,-3,-5%,4%,0,/
O=C(O)C(Cc1ccccc1)NC(=O)C(c1ccccc1)c1ccccc1 (stereo unspecified),2%,19%,1%,0%,-12%,2%,2,4%,-1%,-2,0%
Cc1ccc(NNC(=O)c2ccno2)c(C)c1,/,/,-6%,1%,?,23%,-5,-2%,-3%,-4,0%
Cc1nc(NC(C)(C)CO)c([N+](=O)[O-])cc1[N+](=O)[O-],/,-13%,8%,0%,-2%,-2%,3,-2%,0%,-3,1%
CCOc1ccc(S(=O)(=O)Nc2cccc(C(=O)NCC(c3ccc(OC)cc3)N3CCOCC3)c2)cc1 (stereo unspecified),0%,/,3%,1%,2%,-7%,4,-2%,2%,-5,-9%
Cc1c(/C=N/NC(=O)c2cccnc2)cc(C#N)n1C,-3%,0%,13%,1%,-1%,-1%,2,0%,5%,1,3%
O=C(COC(=O)c1ccc(NS(=O)(=O)c2ccc(F)c(F)c2)cc1)NCC1CCCO1 (stereo unspecified),-6%,1%,0%,2%,1%,-10%,-4,5%,?,-3,8%
COc1ccc(CNC(=O)N2CCN(c3ccccc3)CC2)cc1,-1%,-16%,3%,-2%,6%,13%,0,-12%,2%,0,-3%
CC1CCCC(C)N1C(=O)COc1ccc(C(=O)Nc2ccccc2N2CCOCC2)cc1 (stereo unspecified),-1%,-6%,0%,1%,2%,-3%,-5,0%,-3%,12,-1%

# Limited to BCR signal inh and TSHR antag, for 6 of the compounds above:
canonical_smiles,BCR signal inh,TSHR antag
COc1cccc(C2/C(=C(\O)c3ccc4c(c3)OCCO4)C(=O)C(=O)N2CCCn2ccnc2)c1 (stereo unspecified),-1%,12
c1ccc2c(c1)ccc1nnc(-c3ccc4c(c3)OCO4)n12,?,-1
O=C(O)C1CCN(C(=O)CCN2C(=O)S/C(=C\c3ccccc3)C2=O)CC1,?,-15
Cc1ccc(NC(=O)c2ccc(-n3cncn3)c([N+](=O)[O-])c2)cc1F,7%,-3
O=C(O)C(Cc1ccccc1)NC(=O)C(c1ccccc1)c1ccccc1 (stereo unspecified),-12%,2
Cc1ccc(NNC(=O)c2ccno2)c(C)c1,?,-5

# An excerpt from above in order of molecular weight, low to high:
SMILES,MBNL1-CUG inh,Menin MLL FP TR,PKM2 activator,USP2a block,BCR signal inh,Eya2 phos inh,TSHR antag,ASM inhibitor,Mito fusion act,KCNH2 WT inh,GALK inh
O=C(O)C(Cc1ccccc1)NC(=O)C(c1ccccc1)c1ccccc1 (stereo unspecified),2%,19%,1%,0%,-12%,2%,2,4%,-1%,-2,0%
COc1cc(-c2noc(C)c2/C=C/c2ccc(C(=O)O)cc2)cc(OC)c1OC,?,17%,-3%,-4%,0%,20%,-5,1%,2%,-11,/
COc1ccc(C(CNC(=O)CNC(=O)c2cccc(C)c2)N2CCOCC2)cc1 (stereo unspecified),/,/,/,1%,0%,0%,4,1%,-2%,0,/

# Later entries.
SMILES,MBNL1-CUG inh,Menin MLL FP TR,PKM2 activator,USP2a block,BCR signal inh,Eya2 phos inh,TSHR antag,ASM inhibitor,Mito fusion act,KCNH2 WT inh,GALK inh
O=C(c1ccc(F)cc1)c1cn(Cc2ccc(F)cc2)c2cc3c(cc2c1=O)OCCO3,?,-2%,-3%,2%,?,5%,0,-9%,16%,5,/
O=C(CN(C(=O)c1csnn1)c1ccc(Br)cc1)NC1CCCCC1,-1%,15%,-4%,1%,0%,4%,-13,4%,-6%,-9,0%
O=C(Nc1ccc(N=Nc2ccccc2)cc1)c1ccccc1Cl,1%,?,-1%,1%,?,0%,-50,-6%,15%,-3,-1%
O=C(COC(=O)c1cc(S(=O)(=O)N2CCc3ccccc3C2)ccc1Cl)NCc1ccco1,-5%,6%,?,2%,28%,1%,-7,-2%,2%,-41,-3%
COc1ccc(CCNC(=O)CSc2nc(=O)n3cccc(C)c3n2)cc1OC,/,/,/,1%,-4%,11%,/,1%,-6%,-1,/
COc1cc(OC)cc(C(=O)NC(=S)Nc2nc(-c3cc4ccccc4o3)cs2)c1,3%,/,4%,8%,?,0%,-4,6%,-5%,-8,1%
COc1ccc(Cl)cc1N(CC(=O)NC(C)(C)C)S(=O)(=O)c1ccc(C)c([N+](=O)[O-])c1,/,-9%,1%,2%,2%,-1%,-6,-7%,3%,-3,1%
Cc1cccc2c1cnn2C(=O)Nc1cc(F)ccc1F,-2%,1%,/,4%,-5%,18%,1,2%,-10%,-3,/
COc1cc(C(=S)N2CCOCC2)ccc1OC(=O)c1ccccc1[N+](=O)[O-],?,19%,5%,3%,-10%,-23%,-1,-6%,1%,-5,4%
O=C(CCS(=O)(=O)c1ccc(Br)s1)NC1CCCCCC1,1%,/,1%,2%,-1%,-2%,-2,6%,-1%,-1,-1%
CC(C)OC(=O)c1c(NC(=O)Cn2cnc([N+](=O)[O-])n2)sc2c1CCCC2,2%,21%,12%,4%,1%,-35%,-11,-18%,-12%,-1,2%
Cc1ccc(CNC(=O)CC(C)S(=O)(=O)c2ccc3c(c2)NC(=O)C(C)S3)cc1 (stereo unspecified),0%,5%,/,3%,?,-3%,3,-2%,3%,-7,-8%
COc1ccc(C(CC(=O)c2ccccc2)CC(=O)c2ccccc2)cc1OC,-2%,-5%,-5%,5%,2%,3%,-4,-3%,0%,9,-2%
CC(=O)NC(c1cccs1)c1cc(F)c2cccnc2c1O (stereo unspecified),/,/,/,-2%&0%,?,6%&3%,0&15,4%,?,/,/
COc1ccccc1OCCCn1c(=O)sc2ccccc21,4%,-18%,-1%,-1%,-5%,6%,-2,-1%,1%,7,13%
O=C(NNS(=O)(=O)c1ccccc1)c1sccc1-n1cccc1,-6%,/,-2%,0%,1%,3%,3,1%,0%,0,-5%
Cc1cc(C(=O)NC2CCN(Cc3ccccc3)CC2)n[nH]1,-5%,-2%,1%,1%,-15%,1%,-2,0%,-4%,5,5%
CCNC(=S)NNC(=O)c1cccn(Cc2ccc(Cl)cc2)c1=O,8%,-2%,-5%,-1%,-19%,6%,6,28%,2%,-1,4%
